High-throughput results: PubChem, Broad Institute
INS-1E ATP HTS = rescue of cytokine-induced death in INS-1E beta cells. INS-1E cytokine-induced death, ATP luminescence, 48 h; normalised: neutral wells 0, positive control 100. protection from cytokine-induced ATP loss, % at 10 µM. 20,000 compounds, 0.1% hits;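 active = mean replicate protection from cytokine-induced ATP loss at least 50% and at least 75% of replicates each reaching 50%; inconclusive = meets only one of the two criteria, mean or replicate share; inactive = fails both the mean and replicate share criteria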
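Assay system: INS-1E rat insulinoma cells. Amount: 8000 cells per well. Medium: phenol-red-free RPMI with 5% fetal bovine serum. Reagent: IL-1β, TNF-α and IFN-γ cytokine mix. Doses: one compound concentration, pin transfer. Schedule: 48 h co-treatment, 10 min post-lysis read. Detection: CellTiter-Glo luminescence measuring cellular ATP.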
T cruzi intra = intracellular Trypanosoma cruzi inhibition | intracellular Trypanosoma cruzi in host cells, plate reader | activity score (inhibition), % at 5.01 µM | 22,000 compounds, 4.9% hits | AID 651903; in the data active = activity score above about 55%; inconclusive = no clear call, values can overlap the other calls;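 also: parasites and compound incubated about four days before reading; 0% = median of neutral control wells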
* = called active by the depositor; ? = inconclusive; nt = not tested or not shown.

SMILES	INS-1E ATP HTS	T cruzi intra
COc1ccc(NC(=O)Nc2ccc3c(c2)CC(=O)N([C@H](C)CO)C[C@H](C)[C@H](CN(C)S(=O)(=O)c2ccccc2)O3)cc1	7.2	-4.1
COc1ccc(NC(=O)Nc2ccc3c(c2)C(=O)N([C@H](C)CO)C[C@H](C)[C@H](CN(C)Cc2ccc(C(F)(F)F)cc2)O3)cc1	-5.0	53.4
Cc1cccc(CN(C)C[C@H]2OCc3cn(nn3)CCCC(=O)N([C@H](C)CO)C[C@@H]2C)c1	5.9	-7.0
COc1ccc(/C=N/NC(=O)CCCCCCC(=O)Nc2ccccc2O)c(OC)c1	-1.9	-8.2
COC(=O)CCCCCCC(=O)N/N=C/[C@H](O)[C@@H](O)[C@H](O)[C@H](O)CO	4.5	-13.9
C[C@H](CO)N1C[C@H](C)[C@@H](CN(C)CC2CC2)Oc2c(NC(=O)CCCCCC(=O)Nc3ccccc3N)cccc2C1=O	5.7	72.4*
COc1ccc(S(=O)(=O)Nc2ccc3c(c2)CC(=O)N([C@@H](C)CO)C[C@H](C)[C@@H](CN(C)Cc2ccccc2)O3)cc1	-7.8	-7.7
C[C@@H]1CN([C@H](C)CO)C(=O)c2cccc(NC(=O)Nc3ccccc3)c2O[C@H]1CN(C)Cc1ccncc1	1.6	-9.0
C[C@@H]1CN([C@@H](C)CO)C(=O)c2cccc(NC(=O)Nc3cccc4ccccc34)c2O[C@H]1CN(C)C(=O)Nc1ccc2c(c1)OCO2	-4.9	4.7
COc1ccc(S(=O)(=O)Nc2ccc3c(c2)C(=O)N([C@H](C)CO)C[C@H](C)[C@@H](CN(C)C(=O)Nc2ccc(F)cc2)OCCCC[C@@H](C)O3)cc1	1.1	5.1
CC(C)NC(=O)N(C)C[C@@H]1Oc2ccc(NC(=O)Cc3ccccc3)cc2CC(=O)N([C@H](C)CO)C[C@H]1C	5.3	-17.1
Cc1noc(C)c1S(=O)(=O)N(C)C[C@@H]1Oc2ccc(NC(=O)CCC(F)(F)F)cc2CC(=O)N([C@H](C)CO)C[C@@H]1C	2.0	-7.9

The final 2 records of the part before open the next one:
SMILES	INS-1E ATP HTS	T cruzi intra
CC(C)NC(=O)N(C)C[C@@H]1Oc2ccc(NC(=O)Cc3ccccc3)cc2CC(=O)N([C@H](C)CO)C[C@H]1C	5.3	-17.1
Cc1noc(C)c1S(=O)(=O)N(C)C[C@@H]1Oc2ccc(NC(=O)CCC(F)(F)F)cc2CC(=O)N([C@H](C)CO)C[C@@H]1C	2.0	-7.9
C[C@@H]1CN([C@H](C)CO)C(=O)c2cccc(NC(=O)CCCCCC(=O)Nc3ccccc3N)c2O[C@H]1CN(C)CC1CCCCC1	4.1	62.4*
O=C(CCCCCC(=O)Nc1ccccc1O)N/N=C/c1cc(Br)cc([N+](=O)[O-])c1O	-27.0	32.9
C[C@H](CO)N1C[C@H](C)[C@@H](CN(C)C(=O)Nc2ccc(F)cc2)OCc2cn(nn2)CCCC1=O	nt	3.2
Cc1noc(C)c1S(=O)(=O)Nc1ccc2c(c1)C(=O)N([C@@H](C)CO)C[C@H](C)[C@H](CN(C)S(=O)(=O)c1cccs1)O2	nt	-2.1
Cc1noc(C)c1NC(=O)Nc1ccc2c(c1)CC(=O)N([C@H](C)CO)C[C@H](C)[C@H](CN(C)S(=O)(=O)c1ccccc1)O2	6.1	4.5
COc1ccc(S(=O)(=O)Nc2cccc3c2O[C@H](CN(C)C(=O)NC(C)C)[C@@H](C)CN([C@H](C)CO)C3=O)cc1	11.9	-15.1
C[C@@H]1CN([C@@H](C)CO)C(=O)c2cccc(NS(=O)(=O)c3cccs3)c2O[C@@H]1CN(C)Cc1ccncc1	-0.5	-3.0
C[C@H](CO)N1C[C@H](C)[C@H](CN(C)C(=O)Nc2cccc3ccccc23)Oc2c(NC(=O)c3cnccn3)cccc2C1=O	0.0	-2.4
C[C@H]1CN([C@@H](C)CO)C(=O)c2cccc(NS(=O)(=O)c3ccc(Cl)cc3)c2O[C@H]1CN(C)C(=O)NC1CCCCC1	-5.4	8.7
CC(C)NC(=O)N(C)C[C@H]1Oc2ccc(NC(=O)CCCCCC(=O)Nc3ccccc3N)cc2C(=O)N([C@@H](C)CO)C[C@H]1C	-0.1	-23.6
C[C@@H]1CN([C@@H](C)CO)C(=O)c2cccc(NC(=O)c3cnccn3)c2O[C@H]1CN(C)S(=O)(=O)c1cccs1	1.8	-13.5
C[C@H]1CN([C@@H](C)CO)C(=O)c2cccc(NC(=O)C3CC3)c2O[C@@H]1CN(C)C(=O)Nc1ccc(F)cc1	7.2	-10.5
Cc1cc(C(=O)Nc2cccc3c2O[C@@H](CN(C)Cc2ccc(-c4ccccc4)cc2)[C@@H](C)CN([C@@H](C)CO)C3=O)n(C)n1	-16.6	26.6
C[C@H](CO)N1C[C@H](C)[C@@H](CN(C)C(=O)Nc2cccc(F)c2)OCc2cnnn2CCCC1=O	2.3	-23.1
C[C@H]1CN([C@@H](C)CO)C(=O)c2cc(NS(=O)(=O)c3ccc(Cl)cc3)ccc2O[C@@H]1CN(C)C(=O)Nc1ccc2c(c1)OCO2	0.2	3.0
CNC[C@H]1Oc2ccc(NC(=O)CCCN(C)C)cc2C(=O)N([C@@H](C)CO)C[C@H]1C	-2.3	-4.8
C[C@@H]1CN([C@H](C)CO)C(=O)c2cc(NC(=O)Cc3cn(C)c4ccccc34)ccc2O[C@H]1CN(C)C(=O)Nc1ccc(F)cc1	3.2	9.4
C[C@@H]1CN([C@H](C)CO)C(=O)Cc2cc(NS(=O)(=O)c3cccs3)ccc2O[C@H]1CN(C)C	5.5	-27.8
C[C@H]1CN([C@@H](C)CO)C(=O)c2cccc(NS(=O)(=O)c3ccc(F)cc3)c2O[C@@H]1CN(C)S(=O)(=O)c1ccc(Cl)cc1	5.9	9.1
C[C@H]1CN([C@@H](C)CO)C(=O)Cc2cc(NS(=O)(=O)c3ccccc3)ccc2O[C@H]1CN(C)Cc1ccc(Oc2ccccc2)cc1	-56.4	38.9
COc1ccc(S(=O)(=O)Nc2cccc3c2O[C@H](CN(C)C(=O)Nc2ccc4c(c2)OCO4)[C@H](C)CN([C@H](C)CO)C3=O)cc1	4.7	-5.9
C[C@H]1CN([C@@H](C)CO)C(=O)c2cccc(N(C)C)c2O[C@@H]1CN(C)Cc1ccc2c(c1)OCO2	-0.8	42.5
Cc1cccc(CN(C)C[C@@H]2Oc3ncc(C#CCN(C)C)cc3C(=O)N([C@H](C)CO)C[C@@H]2C)c1	nt	2.7
C[C@@H]1CCCCO[C@@H](CN(C)C(=O)Nc2ccc(F)cc2)[C@@H](C)CN([C@H](C)CO)C(=O)c2cc(NC(=O)Nc3cccc4ccccc34)ccc2O1	-0.9	43.0

Among those listed so far, 3 contain a Cl atom:
SMILES	INS-1E ATP HTS	T cruzi intra
C[C@H]1CN([C@@H](C)CO)C(=O)c2cccc(NS(=O)(=O)c3ccc(Cl)cc3)c2O[C@H]1CN(C)C(=O)NC1CCCCC1	-5.4	8.7
C[C@H]1CN([C@@H](C)CO)C(=O)c2cc(NS(=O)(=O)c3ccc(Cl)cc3)ccc2O[C@@H]1CN(C)C(=O)Nc1ccc2c(c1)OCO2	0.2	3.0
C[C@H]1CN([C@@H](C)CO)C(=O)c2cccc(NS(=O)(=O)c3ccc(F)cc3)c2O[C@@H]1CN(C)S(=O)(=O)c1ccc(Cl)cc1	5.9	9.1

Remaining list, next part:
SMILES	INS-1E ATP HTS	T cruzi intra
C[C@@H]1CCCCO[C@H](CN(C)S(=O)(=O)c2ccc(F)cc2)[C@@H](C)CN([C@H](C)CO)C(=O)c2cc(NC(=O)c3ccncc3)ccc2O1	6.0	-2.6
CC(C)NC(=O)Nc1ccc2c(c1)C(=O)N([C@H](C)CO)C[C@H](C)[C@@H](CN(C)S(=O)(=O)c1cccs1)OCCCC[C@@H](C)O2	-0.8	-2.4
C[C@@H]1CN([C@@H](C)CO)C(=O)c2cc(NC(=O)c3ccncc3)ccc2O[C@H]1CN(C)Cc1ccc(Oc2ccccc2)cc1	-4.6	-18.3
COc1ccc(S(=O)(=O)N(C)C[C@@H]2Oc3c(NC(=O)C4CCCCC4)cccc3C(=O)N([C@H](C)CO)C[C@H]2C)cc1	5.7	9.9
C[C@@H]1CN([C@@H](C)CO)C(=O)c2cc(NC(=O)Cn3cnnn3)ccc2O[C@@H]1CN(C)CC1CC1	3.2	-17.3
C[C@@H]1CN([C@H](C)CO)C(=O)Cc2cc(NC(=O)CCC(F)(F)F)ccc2O[C@H]1CN(C)S(=O)(=O)c1ccc(Cl)cc1	7.0	-11.7
C[C@@H]1CN([C@@H](C)CO)C(=O)c2cc(NS(=O)(=O)c3cn(C)cn3)ccc2O[C@@H]1CN(C)Cc1ccc(C(=O)O)cc1	7.1	-23.3
C[C@H](CO)N1C[C@H](C)[C@H](CN(C)Cc2ccc(C(=O)Nc3ccccc3N)cc2)Oc2ccc(NS(=O)(=O)c3ccc(Cl)cc3)cc2CC1=O	40.6	59.9*
C[C@@H]1CN([C@@H](C)CO)C(=O)CCCn2cc(nn2)CO[C@H]1CN(C)C(=O)Nc1ccc(C(F)(F)F)cc1	nt	-11.1
C[C@@H]1CN([C@H](C)CO)C(=O)CCCn2nncc2CO[C@@H]1CN(C)C(=O)NC1CCCCC1	nt	-22.7
Cc1noc(C)c1S(=O)(=O)Nc1ccc2c(c1)CC(=O)N([C@H](C)CO)C[C@@H](C)[C@@H](CN(C)C)O2	-6.1	-14.9
C[C@H]1CN([C@@H](C)CO)C(=O)c2cc(NS(=O)(=O)c3cn(C)cn3)ccc2O[C@H]1CN(C)C(=O)Nc1cccc2ccccc12	-3.0	-1.0
C[C@@H]1CN([C@@H](C)CO)C(=O)c2cc(NC(=O)Cn3cnnn3)ccc2O[C@H]1CN(C)Cc1ccc(C(=O)O)cc1	-2.7	-7.9
C[C@H](CO)N1C[C@H](C)[C@H](CN(C)Cc2ccc(C(=O)Nc3ccccc3N)cc2)Oc2c(NC(=O)C3CC3)cccc2C1=O	-9.3	36.9
Cc1noc(C)c1S(=O)(=O)Nc1ccc2c(c1)C(=O)N([C@@H](C)CO)C[C@H](C)[C@H](CN(C)S(C)(=O)=O)O2	2.2	-9.9
C[C@H](CO)N1C[C@H](C)[C@@H](CN(C)Cc2ccc3c(c2)OCO3)Oc2ccc(NC(=O)Nc3ccc(F)cc3)cc2C1=O	nt	11.4
C[C@@H]1CN([C@H](C)CO)C(=O)Cc2cc(NC(=O)Cc3ccccc3)ccc2O[C@@H]1CN(C)S(=O)(=O)c1cn(C)cn1	-19.4	-53.0
C[C@@H]1CN([C@H](C)CO)C(=O)Cc2cc(NC(=O)C3CCCCC3)ccc2O[C@@H]1CN(C)Cc1ccccc1	-11.2	16.4
C[C@H]1CN([C@@H](C)CO)C(=O)Cc2cc(NS(=O)(=O)c3ccc(Cl)cc3)ccc2O[C@H]1CN(C)C	-1.5	-8.1
COc1ccc(NC(=O)Nc2ccc3c(c2)CC(=O)N([C@@H](C)CO)C[C@H](C)[C@H](CN(C)C(=O)NC2CCCCC2)O3)cc1	3.0	-16.0
C[C@H](CO)N1C[C@H](C)[C@@H](CN(C)C(=O)Nc2ccc(F)cc2)Oc2ccc(NS(=O)(=O)c3cn(C)cn3)cc2C1=O	6.0	-19.7
C[C@H]1CN([C@@H](C)CO)C(=O)c2cc(N(C)C)ccc2O[C@@H]1CN(C)CC1CCCCC1	-6.1	-1.5
Cc1noc(C)c1S(=O)(=O)N(C)C[C@@H]1Oc2ccc(NC(=O)Nc3cccc4ccccc34)cc2CC(=O)N([C@H](C)CO)C[C@@H]1C	0.2	20.0
COC(=O)CCCCCCC(=O)N/N=C/c1ccc2ccccc2c1O	6.2	22.5
COc1ccc(C#Cc2cnc3c(c2)C(=O)N([C@H](C)CO)C[C@H](C)[C@H](CN(C)S(=O)(=O)c2ccc(C)cc2)O3)cc1OC	nt	33.7
C[C@@H]1CN([C@@H](C)CO)C(=O)CCCn2nncc2CO[C@@H]1CN(C)C(=O)c1ccc2ccn(C)c2c1	nt	-30.4
COc1ccc(CN(C)C[C@@H]2Oc3ccc(NS(=O)(=O)c4cn(C)cn4)cc3CC(=O)N([C@@H](C)CO)C[C@@H]2C)cc1	-0.1	-4.4
C[C@@H]1CN([C@H](C)CO)C(=O)Cc2cc(NS(=O)(=O)c3ccc(Cl)cc3)ccc2O[C@@H]1CN(C)S(=O)(=O)c1cccs1	-5.4	73.9*
COc1ccc(NC(=O)N(C)C[C@@H]2Oc3ccc(NC(=O)Cc4cn(C)c5ccccc45)cc3C(=O)N([C@@H](C)CO)C[C@@H]2C)cc1	nt	-4.3
C[C@@H]1CCCCO[C@@H](CN(C)Cc2ccc(C(F)(F)F)cc2)[C@@H](C)CN([C@H](C)CO)C(=O)c2cc(NC(=O)C3CCCCC3)ccc2O1	-15.2	?
C[C@H]1CN([C@@H](C)CO)C(=O)c2cc(NS(C)(=O)=O)ccc2O[C@@H]1CN(C)S(=O)(=O)c1ccc(Cl)cc1	nt	9.1
C[C@@H]1CN([C@H](C)CO)C(=O)Cc2cc(NS(=O)(=O)c3cccs3)ccc2O[C@H]1CN(C)S(=O)(=O)c1ccc(F)cc1	13.8	-22.4

Ordered by molecular weight (falling): part of the list above.
SMILES	INS-1E ATP HTS	T cruzi intra
C[C@@H]1CN([C@H](C)CO)C(=O)Cc2cc(NS(=O)(=O)c3ccc(Cl)cc3)ccc2O[C@@H]1CN(C)S(=O)(=O)c1cccs1	-5.4	73.9*
C[C@@H]1CN([C@H](C)CO)C(=O)Cc2cc(NS(=O)(=O)c3cccs3)ccc2O[C@H]1CN(C)S(=O)(=O)c1ccc(F)cc1	13.8	-22.4
COc1ccc(C#Cc2cnc3c(c2)C(=O)N([C@H](C)CO)C[C@H](C)[C@H](CN(C)S(=O)(=O)c2ccc(C)cc2)O3)cc1OC	nt	33.7

These rows are one share of the data (hit frequency here may not be typical).
